CRFR2-BP antag: antagonists of CRF-binding protein/CRF-R2 receptor complex | HEK293 CRF-R2/CRF-BP, CRF-induced calcium fluorescence | inhibition, % at 11.8 µM | 350,000 compounds, 0.59% hits | AID 588475;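 active = inhibition of the ligand-induced calcium signal above about 50% at the single tested concentration, limit read from the data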
FID counter: counter-screen for HCV NS3 helicase inhibitors: DNA intercalator displacement; DNA fluorescent intercalator displacement, fluorescence; AID 1845; inhibition, % at 7.9 µM; 290,000 compounds, 0.17% hits; in the data active = inhibition above about 37%;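 also: 0% = vehicle and 100% = reference compound; higher means more ethidium bromide displaced from hairpin DNA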
CRFR2-BP ag: agonists of human CRF-binding protein/CRF-R2 receptor complex | AID 588473 | activation, % at 13.2 µM | HEK293 CRF-R2/CRF-BP, calcium dye fluorescence (FLIPR); percent of saturating CRF peptide response | 350,000 compounds, 0.46% hits;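 active = activation of at least 50%, plus an integration ratio under a set limit after plate pattern correction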;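 also: plate controls were neutral control wells without compound for no effect and CRF at EC100 for full effect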
MEKK3 PB1 HTS: raises or lowers MEK5 binding to the human MEKK3 PB1 domain; binding response (% of control), % at 10 µM; bead-based flow cytometry, Alexa488-MEK5 binding to MEKK3; actives lie on both sides; 0 = blocked by unlabeled MEK5, 100 = vehicle; 290,000 compounds, 1.4% hits; Q99759;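 active = binding response more than 3 SD above or below the average of its plate-row segment, actives on both sides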;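 also: Alexa488 bead fluorescence after subtracting the streptavidin-only scavenger bead signal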
Target sequence (Q99759 whole entry, looked up, the tested form may be a part): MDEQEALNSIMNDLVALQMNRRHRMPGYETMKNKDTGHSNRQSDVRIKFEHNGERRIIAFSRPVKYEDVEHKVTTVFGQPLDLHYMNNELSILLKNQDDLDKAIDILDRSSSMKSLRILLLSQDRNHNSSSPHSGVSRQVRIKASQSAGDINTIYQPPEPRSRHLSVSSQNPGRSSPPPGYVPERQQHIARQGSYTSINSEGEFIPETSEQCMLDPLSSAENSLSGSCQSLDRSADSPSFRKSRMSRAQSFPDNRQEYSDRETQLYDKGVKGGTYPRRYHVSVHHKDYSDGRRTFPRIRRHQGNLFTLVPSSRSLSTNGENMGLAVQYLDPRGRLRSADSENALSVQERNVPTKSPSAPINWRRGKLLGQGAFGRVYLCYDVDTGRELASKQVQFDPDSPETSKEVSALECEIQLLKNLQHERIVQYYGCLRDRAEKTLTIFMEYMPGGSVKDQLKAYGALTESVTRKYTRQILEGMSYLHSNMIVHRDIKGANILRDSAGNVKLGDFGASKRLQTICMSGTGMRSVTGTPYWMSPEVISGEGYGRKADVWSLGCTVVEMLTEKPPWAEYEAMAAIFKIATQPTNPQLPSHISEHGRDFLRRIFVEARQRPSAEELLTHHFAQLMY
NS3 helicase inh: HCV NS3 helicase inhibition; inhibition, % at 10.9 µM; NS3 helicase DNA unwinding, Cy5 molecular beacon fluorescence; AID 1800; 290,000 compounds, 0.56% hits;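 active = inhibition above the mean of all tested compounds plus 3 SD, set per campaign, cut at about 35% in these data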;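 also: 0% = DMSO wells and 100% = thioflavine S control wells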
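Test system: hepatitis C virus NS3 helicase domain fragment enzyme. Also added: annealed dual-labelled DNA beacon duplex, ATP-started. Timing: 60 min unwinding reaction at 25 °C after ATP addition. Technique: Cy5 fluorescence. Measure: % inhibition of unwinding.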
MEKK2 WT-MEK5: raises or lowers MEK5 binding to wildtype human MEKK2 PB1 domain; Q9Y2U5; bead flow cytometry, Alexa488-MEK5 binding to MEKK2 WT; actives lie on both sides; binding response (% of control), % at 10 µM; 290,000 compounds, 1.1% hits; in the data active = binding response below about 67% or above about 130%
SUMO HTRF inh: blocks human SUMOylation mediated by UBC9. HTRF SUMOylation assay, SAE1/SAE2 + UBC9, in vitro. inhibition, % at 35 µM. 290,000 compounds, 0.36% hits. AID 2006; in the data active = inhibition above about 50%, passing the limit was not always enough; also: strong numbers were not always called active
MEKK2 mut-MEK5: signal of MEK5 binding to mutant human MEKK2 PB1 domain | bead flow cytometry, Alexa488-MEK5 binding to MEKK2 mutant | percent response, % at 10 µM | 290,000 compounds, 0.35% hits; in the data active = percent response above about 24%, passing the limit was not always enough; also: inactives centre near 1; some results filed as inactive read as strong as hits; reference of the scale not given here
GalR3 antagonist: blocks the human galanin receptor 3; O60755; HEK293 GalR3-CNG cAMP membrane potential fluorescence; galR3 body fused to GalR1 C-terminus; inhibition, % at 3 µM; 360,000 compounds, 0.44% hits; AID 651719;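 active = inhibition above the screen-wide average plus 3 SD, cut at about 13% in these data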;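 also: forskolin and galanin both at EC90 stimulate the cells; cAMP rise reported by CNG channel membrane potential dye signal; 0% = forskolin plus galanin with DMSO and 100% = forskolin alone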
Target sequence (O60755 1-299 limits assumed): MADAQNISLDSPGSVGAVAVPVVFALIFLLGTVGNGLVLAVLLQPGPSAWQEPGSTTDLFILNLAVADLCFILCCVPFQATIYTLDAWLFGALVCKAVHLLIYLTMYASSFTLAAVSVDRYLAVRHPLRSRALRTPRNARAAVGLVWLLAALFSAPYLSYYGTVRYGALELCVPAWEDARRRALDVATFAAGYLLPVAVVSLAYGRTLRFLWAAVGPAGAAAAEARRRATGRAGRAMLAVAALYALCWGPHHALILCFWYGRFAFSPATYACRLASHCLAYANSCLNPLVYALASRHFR
Starred values were filed as active, the others as inactive; · = no result given. An excerpt; rates above refer to the full screens.

SMILES | CRFR2-BP antag | FID counter | CRFR2-BP ag | MEKK3 PB1 HTS | NS3 helicase inh | MEKK2 WT-MEK5 | SUMO HTRF inh | MEKK2 mut-MEK5 | GalR3 antagonist
CNc1ccc(/C=C2\CSc3ccccc3C2=O)cc1[N+](=O)[O-] | 7 | 0 | -0.2 | 98 | -9 | 103 | 6 | -3 | -5
O=C1C2CCCN2C(c2cccs2)N1c1ccc(F)cc1 (stereo not drawn) | -2 | -2 | -1.0 | 101 | 2 | 96 | 3 | 0 | -5
O=C(Nc1ccccc1)c1ccc[nH]1 | 2 | 6 | -0.8 | 92 | 4 | 99 | 17 | -3 | -4
COc1ccc(-n2cc3c(-c4cccc(Br)c4)nnc(C)c3n2)cc1 | -14 | -22 | 21 | 99 | 1 | 97 | -3 | -1 | -5
O=C(CNC(=S)N(CCCN1CCOCC1)Cc1cccs1)NCc1ccccc1 | -4 | 8 | 0.6 | 104 | -5 | 108 | · | 6 | -7
Cc1ccc(-c2cc(N)n[nH]2)cc1 | -16 | -15 | 5.6 | 101 | 1 | 98 | 16 | 0 | -2
CCOC(=O)C(Cc1ccc(O)cc1)NC(=O)CNC(=O)C(CC(C)C)NC(=O)OC(C)(C)C (stereo not drawn) | 18 | -25 | -0.2 | 101 | -21 | 97 | -1 | -1 | 0
N#Cc1nc(COc2ccccc2F)oc1NCc1ccc(F)cc1 | 15 | -13 | 0.6 | 99 | -4 | 104 | -13 | 5 | -4
Cc1c(-c2nc(-c3cccnc3)no2)cccc1[N+](=O)[O-] | -6 | -1 | -4.3 | 108 | -1 | 99 | 10 | -2 | 1
Cc1cc(=O)n2ccsc2n1 | 6 | -2 | -1.9 | 106 | 1 | 106 | 1 | 3 | -3
Cn1cc(C(=O)C(=O)N2CCCC2)c2ccccc21 | 7 | -6 | -1.2 | 103 | 1 | 104 | 6 | 2 | -2
COCc1[nH]nc2c1C(c1sccc1C)C(C#N)=C(N)O2 (stereo not drawn) | 11 | 4 | 0.5 | · | -6 | · | 3 | · | 4
CCOC(=O)COc1ccccc1/C=C1\NC(=O)NC1=O | 9 | -5 | -0.2 | 100 | 8 | 98 | 20 | 8 | -3
CCCC(=O)Nc1ccc(C(=O)Nc2ccc([N+](=O)[O-])cc2OC)cc1 | 13 | -2 | 0.1 | 105 | 8 | 100 | 5 | 1 | 0
Cc1[nH]c(C)c(S(=O)(=O)NCCc2ccccc2)c1C(=O)N1CCCC1 | -6 | -5 | -1.1 | 94 | -2 | 97 | 10 | -7 | -7
COc1cccc(Oc2cn[nH]c2-c2ccc(OC)cc2O)c1 | 36 | -7 | -2.1 | 105 | -24 | 106 | -5 | 5 | -3
CC(=O)c1cc2c(cc1N)OCO2 | 16 | 2 | 0.6 | 93 | -1 | 90 | -15 | -8 | 2
O=C(NCCCn1ccnc1)C(=O)NCC1OCCN1S(=O)(=O)c1ccc(Br)cc1 (stereo not drawn) | -11 | 15 | 0.6 | 99 | -1 | 90 | 12 | -10 | -1
CC(C)CNC(=O)CSc1nnc(-c2cccc(S(=O)(=O)N3CCCCC3)c2)o1 | -10 | -11 | 0.1 | 102 | -5 | 100 | 9 | 4 | 0
O=C(CSc1ccc(-c2ccccc2)nn1)NC1CCCC1 | 14 | -16 | -0.1 | 100 | 2 | 101 | 17 | -1 | -4
Cc1ccc2cc(CCNC(=O)c3cccc([N+](=O)[O-])c3)c(=O)[nH]c2c1C | 3 | 0 | 0.1 | 97 | -5 | 97 | 8 | -2 | -8
O=C(Nc1ccon1)c1ccc(OC2CCCC2)cc1 | -44 | -8 | -3.8 | 103 | 15 | 102 | 10 | -2 | -6
CC(C)Nc1nc(NC(C)(C)C)nc(Oc2ccc(=O)n(C)n2)n1 | -46 | -1 | 17 | 98 | -34 | 97 | -4 | 0 | -6
O=C1C=C(c2ccc3[nH]ccc3c2)CCC1 | -1 | · | -2.2 | 102 | · | 105 | · | 4 | -7
O=C(Cc1csc(Nc2nc(=S)[nH]c3ccccc23)n1)NCc1cccc(Cl)c1 | 11 | 0 | -0.2 | · | 2 | · | 29 | · | -7
CS(=O)(=O)c1ccc(Cl)c(NC(=O)Cc2ccccc2F)c1 | 6 | 3 | 2.6 | 105 | 12 | 101 | 0 | 4 | 5
Cc1cc(F)ccc1S(=O)(=O)N1CCCOC1CNC(=O)C(=O)NC1CC1 (stereo not drawn) | 12 | -8 | -2.3 | 102 | -2 | 105 | -4 | 2 | -4
CCCC(=O)c1ccc(N2CCN(C(=O)c3cccs3)CC2)c(F)c1 | 7 | -31 | 0.0 | 96 | -8 | 96 | -10 | -1 | -10
CC(C)=CCC/C(C)=C/CN(CC(C)O)CC(C)O (stereo not drawn) | -3 | 6 | -1.3 | 105 | -1 | 105 | -2 | 3 | -4
Nc1nc2n(n1)C(c1c(F)cccc1Cl)CC(c1ccc(F)cc1)N2 (stereo not drawn) | -36 | -20 | 15 | 103 | 8 | 107 | 7 | 4 | -1

One compound at a time, from the list above. Order of screens: CRFR2-BP antag	FID counter	CRFR2-BP ag	MEKK3 PB1 HTS	NS3 helicase inh	MEKK2 WT-MEK5	SUMO HTRF inh	MEKK2 mut-MEK5	GalR3 antagonist
Profile of CS(=O)(=O)c1ccc(Cl)c(NC(=O)Cc2ccccc2F)c1 → 6	3	2.6	105	12	101	0	4	5
Profile of Nc1nc2n(n1)C(c1c(F)cccc1Cl)CC(c1ccc(F)cc1)N2 (stereo not drawn) → -36	-20	15	103	8	107	7	4	-1
Profile of O=C(NCCCn1ccnc1)C(=O)NCC1OCCN1S(=O)(=O)c1ccc(Br)cc1 (stereo not drawn) → -11	15	0.6	99	-1	90	12	-10	-1
Profile of CC(C)CNC(=O)CSc1nnc(-c2cccc(S(=O)(=O)N3CCCCC3)c2)o1 → -10	-11	0.1	102	-5	100	9	4	0
Profile of COc1cccc(Oc2cn[nH]c2-c2ccc(OC)cc2O)c1 → 36	-7	-2.1	105	-24	106	-5	5	-3

Next compounds follow.
SMILES | CRFR2-BP antag | FID counter | CRFR2-BP ag | MEKK3 PB1 HTS | NS3 helicase inh | MEKK2 WT-MEK5 | SUMO HTRF inh | MEKK2 mut-MEK5 | GalR3 antagonist
CC(C)(CO)NS(=O)(=O)c1ccc2c(c1)oc(=O)c1cc(S(=O)(=O)NC(C)(C)CO)ccc12 | -23 | -4 | 2.0 | 114 | 0 | 114 | 12 | 22 | 0
CC(C)N1C/C(=C/c2cccnc2)C(=O)/C(=C/c2cccnc2)C1 | 14 | -7 | -1.2 | 110 | -3 | 107 | 20 | 7 | -1
COC(=O)C(=O)C/C(=N/Nc1ncnc2ccccc12)c1ccc(Cl)cc1 | -33 | -30 | 21 | 100 | 7 | 101 | 2 | 7 | -10
CN(C)S(=O)(=O)c1cccc(C(=O)Nc2ccccc2Cl)c1 | 2 | -2 | -0.7 | 100 | 2 | 103 | 2 | 10 | -5
O=C(NCCCN1CCOCC1)C(C(=O)c1ccccc1)n1ccccc1=O (stereo not drawn) | -1 | 7 | -1.2 | 102 | 3 | 100 | 22 | -2 | -2
Cc1cccc(-c2cc(C(=O)Nc3cccnc3)c3ccccc3n2)c1 | -13 | -27 | 1.0 | 102 | -5 | 108 | -6 | 5 | 11
N#Cc1ccc(-c2ccc(F)cc2)nc1Oc1ccc(Cl)c(Cl)c1 | -13 | 1 | 0.1 | 96 | -1 | 95 | 5 | -2 | -2
N/C(=N\OC(=O)/C=C/c1ccccc1Cl)c1cccnc1 | -1 | -10 | -0.7 | 93 | 2 | 97 | 16 | -13 | -2
COc1cc(-c2nc3ccccc3nc2-c2ccc(O)c(OC)c2)ccc1O | -4 | -20 | -2.8 | 101 | -9 | 108 | 1 | 4 | -4
NS(=O)(=O)c1ccc(CCN=C(NS(=O)(=O)c2cccs2)c2ccccc2)cc1 | 2 | -1 | -0.8 | 100 | -6 | 96 | 4 | -1 | -1
O=C(COC(=O)c1cnccn1)c1ccc(C2CCCCC2)cc1 | -11 | -29 | 0.2 | 96 | -1 | 97 | 0 | -2 | -6
CCO[C@@H]1OC(C(=O)O)=C[C@H](c2cn(C(C)=O)c3ccccc23)[C@H]1CCCO | -2 | · | -1.2 | 99 | · | 96 | · | -1 | -1
COc1ccc(NC(=O)c2cc(C)no2)cc1 | 2 | -7 | -6.7 | 101 | -6 | 106 | -7 | 3 | -8
Cc1cc(C)n(CCC(=O)Nc2ccc3c(c2)OCCO3)n1 | -4 | -6 | 0.3 | 101 | 11 | 101 | 3 | -6 | 4
COc1cc(OC)cc(-c2cc3nc(C)c(CCC(=O)O)c(C)n3n2)c1 | -1 | -18 | -0.4 | 96 | 0 | 97 | 23 | 7 | 4
C=CCn1c(SCc2nc3ccccc3c(=O)[nH]2)nnc1-c1cc2cc(Cl)ccc2o1 | -15 | 1 | 1.8 | 102 | 6 | 103 | 23 | 2 | -3
CC(C)Cc1nc2oc3c(NCCCN4CCOCC4)ncnc3c2c2c1CCC2 | 14 | 12 | 0.0 | 102 | -24 | 113 | 3 | 6 | -6
COc1ccc(NCc2nnc(SCC(=O)Nc3cccc(C)c3)o2)cc1 | -25 | -6 | -0.6 | 107 | -4 | 101 | 29 | 0 | 1
COc1cc(/C=N/Nc2nncn2/N=C/c2ccc(O)c(OC)c2)ccc1O | 1 | -9 | -1.2 | 99 | -29 | 95 | -9 | -6 | -6
COc1ccc(COC(=O)c2cccc(S(=O)(=O)N3CCCC3)c2)cc1F | 3 | -26 | 0.9 | 98 | -6 | 104 | 12 | 7 | 1
Cc1cc(-c2nn(-c3ccccc3F)cc2CN2CCN(c3ccncc3)CC2)c(C)s1 | -85 | 11 | 2.9 | 106 | -59 | 172* | 5 | 41 | 1
Cc1ccc(/C=C/C(=O)OCc2nc(N)nc(Nc3ccccc3C)n2)o1 | -8 | -29 | 0.6 | 103 | -6 | 107 | 5 | -1 | -1
Cc1ccc(NC(=O)CCCCCN2C(=O)[C@@H]3Cc4ccccc4CN3C2=O)c(Cl)c1 | -8 | -35 | 1.2 | 99 | -12 | 94 | -9 | -2 | -1
